# EPAC1 antagonist: blocks human EPAC1 exchange factor; O95398; EPAC1 GEF assay, Rap1b-BODIPY-GDP exchange fluorescence; Potency, µM (series often up to 115 µM), for the others: at the highest dose activity change, negative = inhibition, actives largely listed as inhibitors; 360,000 compounds, 0.14% hits;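 note: potency is the fitted concentration of half-maximal effect; plate controls were vehicle for no effect and positive control for full effect; nearly all actives have a fitted effect of over 50% in size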
# HEK293 tox: cytotoxicity counter-screen for GLP-1 receptor inverse agonists; HEK293 cAMP-luciferase reporter cells, luminescence, 24 h; Potency, µM (top dose mostly 38.3 µM), inactives show top-dose activity change, negative = inhibition, usual class: inhibitors; 410,000 compounds, 0.13% hits;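 note: loss of luciferase light is scored as toxicity; potency is the fitted concentration of half-maximal effect; % is set by controls: 0 for no effect and ±100 for the full control effect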
#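 Compound-treated cells are incubated 24 hr at 37 deg C under 5% CO2 after a 12 hour attachment period, then luciferase detection reagent is added and luminescence is measured following 12 min at room temperature; lowered signal indicates toxicity.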
# EPAC1 agonist: EPAC1 (human) agonism | EPAC1 agonist qHTS, biochemical assay; response scale: 100% = response to 6.5 mM cAMP | Potency, µM (highest dose often 154 µM), inactives show at the highest dose activation, hits mostly activators | 360,000 compounds, 0.073% hits; note: potency is the fitted concentration of half-maximal effect; nearly all actives have a fitted effect of over 60% in size
#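 Multi-concentration qHTS readout: loss of Rap1B-bound BODIPY-GDP fluorescence driven by 100 nM EPAC1 with excess GDP (50 uM), monitored kinetically at room temperature; agonist response expressed relative to 6.5 mM cAMP.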
# GLP1R inv ag: inverse agonists of human GLP-1 receptor; P43220; HEK293 GLP-1R CRE-luciferase, luminescence, 24 h; GLP-1R form is constitutively active; Potency, µM (series often up to 38.3 µM), for inactives: top-dose activity change, negative = inhibition, actives largely listed as inhibitors; 410,000 compounds, 1.6% hits; AID 624417; note: potency is the fitted concentration of half-maximal effect; % is set by controls: 0 for no effect and ±100 for the full control effect; nearly all actives have a fitted effect of over 55% in size
# Target sequence (P43220 whole entry, looked up): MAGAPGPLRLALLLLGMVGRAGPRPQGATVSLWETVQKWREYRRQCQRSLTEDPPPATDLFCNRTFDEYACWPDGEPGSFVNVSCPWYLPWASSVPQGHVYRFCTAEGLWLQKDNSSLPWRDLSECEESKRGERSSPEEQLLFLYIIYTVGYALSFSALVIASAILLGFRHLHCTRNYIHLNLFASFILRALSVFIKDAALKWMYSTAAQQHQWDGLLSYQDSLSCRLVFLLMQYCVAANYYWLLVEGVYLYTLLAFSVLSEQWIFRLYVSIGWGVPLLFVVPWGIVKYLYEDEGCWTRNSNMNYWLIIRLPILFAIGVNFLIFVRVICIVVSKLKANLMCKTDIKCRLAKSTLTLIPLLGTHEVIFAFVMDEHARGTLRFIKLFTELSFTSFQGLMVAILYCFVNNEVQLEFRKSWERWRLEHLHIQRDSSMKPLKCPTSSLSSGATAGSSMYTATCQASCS
#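 Cells are plated, allowed 12 hours at 37 deg C, then treated with compounds for 24 hr before luciferase detection reagent is added and luminescence is read after 12 min at room temperature. The HEK293 line carries constitutively active GLP-1R with a cAMP-responsive reporter.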
# PLK1 PBD block: PLK1 (human) polo-box domain binding inhibition; P53350; Plk1 PBD binding of FITC phosphopeptide, fluorescence polarization; Potency, µM, for the others: max response, negative = inhibition, usual class: inhibitors; 360,000 compounds, 2.8% hits; note: potency is the fitted concentration of half-maximal effect; series mostly up to about 57 µM; % is set by controls: 0 for no effect and ±100 for the full control effect; nearly all actives have a fitted effect of over 65% in size
# PTHR1 ag: PTHR1 (human) receptor agonism; HEK293 GP2 PTHR1 cells, GloSensor cAMP luminescence, 1 h; Potency, µM (series often up to 115 µM), for inactives: top-dose activation, usual class: activators; AID 743266; 410,000 compounds, 0.075% hits; Q03431; note: potency is the fitted concentration of half-maximal effect; nearly all actives have a fitted effect of over 55% in size; some results filed as inactive show a strong effect at the top dose; inactives centre near -15; many of its hits are not listed in these tables
#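 HEK-293-derived GP2 cells expressing PTHR1 and a GloSensor cAMP reporter, 3,000/well, plated overnight, given luciferin plus IBMX (each 0.5 mM as added) for 1 h at 37 °C, then compound for 1 h at 37 °C. Luminescence was read after 15 min at room temperature.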
# PI5P4K alpha inh: inhibitors of human PI5P4K alpha. 330,000 compounds, 1.2% hits. PI5P4Kalpha enzyme, ADP-Glo luminescence, 60 min; active compounds read low. max response, %. P48426. AID 652105; active = max response of -50% or lower; inconclusive = between -30% and -50%; inactive = -30% or higher; note: value at the top dose of about 77 µM; % is set by controls: 0 for no effect and ±100 for the full control effect
# Target sequence (P48426 whole entry, looked up): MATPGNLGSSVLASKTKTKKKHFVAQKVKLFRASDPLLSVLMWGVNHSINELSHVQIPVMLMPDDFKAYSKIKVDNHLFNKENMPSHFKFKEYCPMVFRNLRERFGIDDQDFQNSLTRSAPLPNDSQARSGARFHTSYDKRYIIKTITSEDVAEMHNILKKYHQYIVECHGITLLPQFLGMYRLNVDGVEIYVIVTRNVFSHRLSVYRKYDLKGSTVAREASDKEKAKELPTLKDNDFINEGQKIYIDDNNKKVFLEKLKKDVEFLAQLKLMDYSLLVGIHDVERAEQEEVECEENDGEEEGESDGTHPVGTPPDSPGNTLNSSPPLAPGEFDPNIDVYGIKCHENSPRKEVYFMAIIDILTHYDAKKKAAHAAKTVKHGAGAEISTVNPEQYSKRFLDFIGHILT
#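 Luminescence from ADP-Glo served as readout of PI5P4Kalpha activity in a qHTS format. Reaction: enzyme, substrate, compound, ATP at 5 microM final, 60 min at RT.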
# IL-2 act: activators of IL-2; 360,000 compounds, 0.065% hits; IL-2 activation reporter assay, cell-based qHTS; stimulated with anti-CD3/CD4/CD28 beads; in transgenic mouse T cells; activation, % (series mostly up to about 46 µM); AID 652025; in the data active = activation above about 50%; inconclusive = mostly about 30% to 49%; note: 0% is about no effect
#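 Readout: EGFP and DsRed signals by fluorescent plate cytometry. Unstimulated transgenic mouse T cells received compound 60 min before antibody-bead stimulation, then incubated 18 h at 37 degrees C.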
# GLP1R ag: agonists of human GLP-1 receptor; AID 624172; P43220; HEK293 GLP-1R CRE-luciferase, luminescence, 4-6 h; cells express a hypersensitive GLP-1R form; 380,000 compounds, 0.007% hits; Potency, µM (highest dose often 45.6 µM), for the others: top-dose activation, usual class: activators; note: potency is the fitted concentration of half-maximal effect; % of control where 0% means no effect
# * hit, by the source's call; i = inactive; ? = inconclusive; nt = no result given; & = joins results of further samples; [ ] = another dose, or the depositor's remark. Unless noted, calls come from the whole dose curve; as a rule, active = well fitted curve in the direction sought with a large enough effect; inconclusive = small, poorly fitted or top-dose-only effect, or another doubt; inactive = no such curve, though single readings can be large; an effect the other way counts as inactive or inconclusive. The list is partial (hit frequency here may not be typical).
SMILES	EPAC1 antagonist	HEK293 tox	EPAC1 agonist	GLP1R inv ag	PLK1 PBD block	PTHR1 ag	PI5P4K alpha inh	IL-2 act	GLP1R ag
Cc1ccc(Cn2c(C(C)Nc3nc(-c4ccc(C)cc4)cs3)nc3cc(Cl)c(Cl)cc32)cc1 (stereo not drawn)	-27%	8%	-22%	6%	-21%	-22%	1	0.4	-2%
COc1ccc(S(=O)(=O)N2CCN(C(=O)c3cc(C)oc3C)CC2)cc1	-6%	8%	1%	-1%	-10%	i	3	0.3	6%
Cc1ccc(C)n1-c1ccc(C(=O)NC2CCN(Cc3ccccc3)CC2)cc1	-16%	7%	-1%	-3%	-12%	-29%	0	-2.7	-9%
CNC(=O)NC(=O)CSc1ccc(S(=O)(=O)N2CCOCC2)cn1	-13%	2%	-1%	15%	3%	-5%	-2	4.2	-1%
CCCN(CCC)CCCNC(=O)C1c2cc(OC)c(OC)cc2C(=O)N(C)C1c1cccs1 (stereo not drawn)	2%	-5%	3%	33%	-3%	16%	nt	-0.1	-1%
CN(CC(=O)Nc1ccc(F)c(F)c1F)C(=O)C1CCCO1 (stereo not drawn)	-21%	1%	-2%	-7%	2%	i	3	-0.4	6%
C=CCn1c(-c2sc(-c3ccccc3)nc2C)n[nH]c1=S	-2%	?	16%	-15%	-12%	i	-22	-0.6	-6%
COC(=O)c1ccc(C(=O)OC)c(NC(=O)CCS(=O)(=O)Cc2ccccc2)c1	4%	-5%	-2%	-6%	-1%	i	2	-1.0	-2%
CCC(C(=O)NCc1ccccc1OC)c1ccccc1 (stereo not drawn)	-18%	3%	1%	?	-4%	-11%	2	0.1	6%
COc1ccc(CCNC(=O)c2oc3ccc(OC)cc3c2C)cc1	4%	19%	5%	?	-4%	i	-10	-5.1	5%
COc1ccccc1CNC(=O)C1CCC(CNS(=O)(=O)c2ccc(F)cc2)CC1 (stereo not drawn)	-8%	-3%	8%	-17%	-6%	-19%	1	-0.3	17%
Cc1c(C)n(C(=O)CN2CCN(c3ccccn3)CC2)c2ccccc12	-16%	13%	29%	?	-13%	i	15	0.2	0%
Cc1cccc(C)c1NC(=O)C(=O)NCC1CCCN1S(=O)(=O)c1ccccc1 (stereo not drawn)	-11%	-2%	7%	?	-6%	-15%	-10	-1.5	22%
COc1cccc(CNC(=O)C2(C)CCCCN2C)c1 (stereo not drawn)	16%	3%	-1%	21%	5%	i	-1	0.8	-6%
COc1ccccc1Cn1c(CCCO)nc2ccccc21	2%	-7%	8%	-4%	-1%	0%	13	0.0	9%
Cc1ccc(NC(=O)CCSc2nc(C)cc(C)n2)cc1	-4%	-2%	-2%	9%	0%	i	-7	1.9	9%
O=C(Nc1ccccc1Cl)c1cc(C2CCCN(C(=O)C3CCCCC3)C2)on1 (stereo not drawn)	-9%	-4%	-4%	?	-1%	-37%	0	-0.5	2%
Cc1ccc(S(=O)(=O)N(C)CC(=O)N2CCC(C(N)=O)CC2)cc1	?	12%	2%	1%	-7%	-20%	4	2.3	5%
C=CCNC(=O)c1c(CSc2ccccc2)noc1C(=O)NCc1ccccc1	-4%	4%	9%	-5%	-9%	i	0	-1.1	-1%
CCOc1ccc(N(Cc2nnc3n2CCCCC3)C(=O)Nc2cccc(C)c2)cc1	-9%	-2%	3%	1%	-1%	i	2	0.1	5%
CC(C)c1nc(=S)c2ccccc2[nH]1	10%	?	5%	-15%	?	i	-8	-0.2	1%
O=C(Nc1ccc(Cl)cc1)OCc1cn(-c2ccc(Cl)cc2)nn1	0%	4%	10%	2%	-3%	-40%[inhibitor]	nt	-0.9	-5%
CSCCC(NC(=O)C12CC3CC(CC(C3)C1)C2)C(=O)OCC(=O)c1ccc(C)cc1 (stereo not drawn)	-14%	23%	6%	0%	-10%	i	1	0.0	-7%
COc1ccc(NC(=O)c2ccco2)cc1NC(=O)c1ccc(C#N)cc1F	?	17%&1%	-3%	7%&12%	-14%	-59%[inhibitor]	-4	0.7	8%&-8%
COc1cc(N=c2ssnc2Cl)c(OC)cc1Cl	5%&-8%	3%&-29%	2%&2%	-17%&-24%	1.7µM*	-19%&9%	-68*	-0.7&-2.5	10%&12%
CNCc1c(OCc2ccc(F)cc2)ccc2ccccc12	-10%	-12%	2%	?	2%	i	5	-1.1	-5%
Cc1cccc(CN2CCC(CNC(=O)Nc3ccccc3F)CC2)c1	-1%	1%	-3%	?	-19%	11%	2	-1.2	-6%
CCNc1nc(NCC)n2c(SCC(=O)Nc3ccc(C(F)(F)F)cc3[N+](=O)[O-])nnc2n1	-17%	-16%	-1%	-19%	1%	i	5	-0.7	1%
Clc1c2c(nc3ccccc13)CCC2	6%	1%	13%	13%	-11%	i	1	-3.4	2%
CCOc1ccc(NC(=O)CC2C(=O)N(c3ccc(OC)cc3)C(=O)N2CCc2ccc(OC)c(OC)c2)cc1 (stereo not drawn)	-10%	1%	-6%	7%	10%	i	-2	0.3	-4%
C=CCNC(=O)COCc1cc(-c2ccc3c(c2)OCO3)on1	-10%	0%	3%	20%	-4%	i	-3	-0.4	0%
O=C(CN1CCCC1)Nc1ccc(Br)cc1[N+](=O)[O-]	-8%	1%	16%	24%	-6%	-1%	2	-0.5	25%
CC(CNc1nc2ccccc2n2cnnc12)c1ccccc1 (stereo not drawn)	-14%	3%	9%	36%[activator]	?	-6%	3	0.5	14%
CCOC(=O)Nc1ccc2c(c1)N(C(=O)CCN(CC)CC)c1ccccc1CC2	-3%	?	0%	?	6%	?	-2	-1.2	-7%
COc1cc(/C=C/c2ccc3c([N+](=O)[O-])cccc3n2)ccc1OCC(=O)O	-28%	-12%	29%	25%	-8%	i	-14	-0.3	-7%
CCSC(SCC)[C@H](O)[C@@H](O)[C@H](O)[C@H](O)CO	14%	3%	-18%	3%	3%	-10%	-2	-0.1	-2%
Cc1ccc(N/N=C(\C#N)C(=N)N2CCOCC2)cc1	-12%	?	-7%	-4%	-10%	i	0	-0.2	6%
Cc1noc(C)c1S(=O)(=O)N(C)C[C@H]1OCc2cn(nn2)CCCC(=O)N([C@H](C)CO)C[C@@H]1C	5%	-19%	5%	10%	-2%	-15%	3	-3.1	0%
N#Cc1c(-c2ccccc2)nc(SCC(=O)N2c3ccccc3Sc3ccccc32)[nH]c1=O	79µM*	2%	9%	?	19µM*	i	-22	0.2	-4%
COc1cc(C(=O)Nc2cc(S(=O)(=O)N3CCOCC3)ccc2N2CCOCC2)cc(OC)c1C	-7%	1%	11%	4%	-3%	i	-4	-0.5	10%
c1ccc(-c2nccc3ccccc23)cc1	5%	12%	-1%	5%	3%	i	3	-1.7	16%
Cn1nccc1C(=O)NC1CC(C)(C)Cc2c1cnn2-c1ccc(F)cc1 (stereo not drawn)	?	6%	-25%	7%	-4%	-11%	0	-1.9	15%
CC(=O)c1nc2ccccc2n1Cc1ccccc1	-2%	4%	10%	?	-6%	-20%	-2	-0.5	21%
COc1ccccc1CNC(=O)C(CCSC)NS(=O)(=O)c1ccc2c(c1)oc(=O)n2C (stereo not drawn)	-12%	-12%	9%	-22%	0%	i	-5	1.9	-6%
Cc1ccc(/C=N/NC(=O)c2csc3c2CCCC3)cc1	-29%	?	10%	-2%	-17%	-25%	2	-5.8	22%
COC(=O)c1ccc(NC(=O)COC(=O)c2nc3nccc(C)n3n2)cc1	-6%	19%	-2%	0%	?	i	1	-0.4	-1%
CCc1noc(C)c1C(=O)N1CC(C)SC1=Nc1ccc(Cl)cc1 (stereo not drawn)	6%	-5%	22%	?	-9%	i	4	-4.3	-10%
Cc1ccc(NNC(N)=S)cc1Cl	6%	1%	11%	-14%	-22%	-4%	9	-0.4	3%
Cc1c(C(=O)Nc2ccncc2)sc2nc(-c3ccccc3)cn12	1%	-5%	5%	?	-8%	-41%[inhibitor]	5	-1.4	6%
COc1ccc2nc(SCC(=O)NC3CCCC3)c(C)cc2c1	-23%	-17%	-17%	?	0%	i	-1	-0.5	1%
O=C(c1c(F)cccc1F)N(Cc1ccccn1)C1CC1	-3%	2%	-13%	-11%	-28%	i	-3	1.1	3%
COc1cc(C(O)c2nc(-c3ccccc3)cs2)ccc1F (stereo not drawn)	-16%	6%	-2%	-51%	-5%	-44%[inhibitor]	5	0.7	-7%
COC(=O)[C@H](C)NC(=O)N1CCC(Cc2ccccc2)CC1	-9%	-4%	15%	-15%	-6%	i	0	-1.9	9%
CC(=O)c1sc(NC(=O)CCS(=O)(=O)c2ccc(C)cc2)nc1C	2%	10µM*	4%	?	-1%	-3%	0	-2.7	-9%
COc1ccccc1C(=O)N1CCCN(C(=O)c2ccccc2OC)CC1	5%	-4%	3%	22%	-18%	i	0	-1.2	0%
O=C(Cc1cccs1)Nc1nnc(C2CC2)s1	-19%	-16%	-4%	8%	-2%	-11%	-2	-1.3	1%
CN(C)c1ccc(-c2cc(NC=O)c3ncc(-c4ccc(F)c(Cl)c4)n3c2)cc1	-7%	29%	2%	6%	1%	-22%	?	4.9	11%

# Compound profiles, as listed above.
# O=C(Cc1cccs1)Nc1nnc(C2CC2)s1 is listed with EPAC1 antagonist = -19%; HEK293 tox = -16%; EPAC1 agonist = -4%; GLP1R inv ag = 8%; PLK1 PBD block = -2%; PTHR1 ag = -11%; PI5P4K alpha inh = -2; IL-2 act = -1.3; GLP1R ag = 1%
# CC(=O)c1nc2ccccc2n1Cc1ccccc1 is listed with EPAC1 antagonist = -2%; HEK293 tox = 4%; EPAC1 agonist = 10%; GLP1R inv ag = ?; PLK1 PBD block = -6%; PTHR1 ag = -20%; PI5P4K alpha inh = -2; IL-2 act = -0.5; GLP1R ag = 21%

# Source: PubChem BioAssay
